# Growth percent in the NCI-60 one-dose screen (48 h, 10 µM unless noted): 100 = growth as untreated, 0 = no growth, -100 = all killed.
# PC-3: PC-3 prostate cancer cells. 80,000 compounds, 3.9% hits
# DU-145: DU-145 prostate cancer; 81,000 compounds, 4.2% hits
# SN12C: SN12C renal cancer cells. 81,000 compounds, 3.8% hits
# SF-539: SF-539 CNS cancer; 81,000 compounds, 6.8% hits
# U251: U251 CNS tumor cells. 80,000 compounds, 5.4% hits
# 786-0: 786-0 renal cancer cells | 81,000 compounds, 5.1% hits | AID 1794775
# TK-10: TK-10 renal cancer cells | 81,000 compounds, 3.9% hits
# SF-295: SF-295 CNS cancer cells; 79,000 compounds, 5.6% hits
# UO-31: UO-31 renal cancer; 81,000 compounds, 5.2% hits
# The depositor's hits bear a star; . = not tested or not shown; & = joins results of further samples. The calls were made as follows: active = growth percent below 10; inactive = the rest. No enrichment for hits; any-hit rate near 10%.
SMILES,PC-3,DU-145,SN12C,SF-539,U251,786-0,TK-10,SF-295,UO-31
CCn1c2ccc(Br)cc2c2c3c(c4c5ccccc5ccc4c21)C(=O)N(C(=O)OC(C)(C)C)C3=O,.,96,83,88,90,96,78,105,63
Cn1c(=O)[nH]c2nc(SCC(=O)c3ccc([N+](=O)[O-])cc3)[nH]c2c1=O,102,107,102,102,107,101,111,97,83
CC(O)COC(C)c1ccccc1 (stereo not drawn),85,117,92,102,95,68,109,106,74
CC/C=C(\C)C(C#N)(CC)C(=O)OCC (stereo not drawn),96,114,115,123,106,106,103,132,90
CC(=O)C(=O)Nc1ccc(F)cc1,115,116,110,102,105,104,112,103,106
O=[N+]([O-])c1cc2c(NCCO)nc(-c3ccccc3)nc2[nH]1,87,99,99,88,101,93,139,90,63
CCOC(=O)C(CC)C(=O)c1cccnc1 (stereo not drawn),84,106,104,93,104,101,102,107,78
CO/N=C(/CN1CCN(c2cc3c(cc2F)c(=O)c(C(=O)O)cn3C2CC2)CC1)c1ccc(C)cc1,75,111,89,95,102,97,108,90,71
CC1CCCCN1CCCOc1cc([N+](=O)[O-])ccc1C#N (stereo not drawn),91,116,.,98,98,104,99,85,90
O=C1C(=O)c2ccccc2C(O)=C1C1=C(O)c2ccccc2C(=O)C1=O,102,113,102,100,107,109,130,96,53
CCOC(=O)N1CCN(CCCCCOc2ccc(Cl)cc2)CC1,81,100,96,104,89,93,91,97,81
C/C(=N\N=C1\SCC(=O)N1c1cccc(C)c1)c1cc2ccccc2oc1=O,94,110,106,95,107,102,146,104,84
Cn1c(=O)c2[nH]c(SCC(=O)Nc3ccc(C(=O)/C=C/c4ccc(Br)cc4)cc3)nc2n(C)c1=O,94,102,90,89,79,90,107,89,86
CCOC(=O)c1cc(OCC)c2c(ccc3cc(OC)ccc32)n1,78,105,94,104,89,99,105,83,91
C=CCSc1nnc(-c2ccc(-c3nc4ccc(Cl)cc4[nH]3)cc2)o1,63,85,63,56,47,76,90,58,78
Cc1c(COc2ccc(-c3cnco3)cc2)c(C)c(COc2ccc(-c3cnco3)cc2)c(C)c1COc1ccc(-c2cnco2)cc1,86,102,95,101,94,104,93,99,81
CCCCCc1cn(CC(=O)Nc2nc3ccccc3s2)nn1,93,116,100,95,97,104,108,101,70
Cc1cccc(C)c1NC(=O)CN(CC(C)C)CC(O)COc1ccccc1 (stereo not drawn),86,111,104,98,100,79,97,88,86
O=c1[nH]c(CCl)nc2c1cnn2-c1ccccc1,105,99,100,97,103,78,154,110,-21*
CC(=O)N1N=C(c2ccc(Oc3nnnn3-c3ccccc3)cc2)OC1c1ccc(F)cc1F (stereo not drawn),92,103,100,101,98,104,106,109,79
CCOC(=O)c1c([N+](=O)[O-])c(C)[nH]c(=O)c1C#N,102,115,109,91,100,110,105,118,77
C=C(C)[C@@H]1CC[C@]2(C(=O)O)CC[C@]3(C)[C@H](CC[C@@H]4[C@@]5(C)CCC(OC(=O)/C=C/c6ccc(OC)c(OC)c6)C(C)(C)[C@@H]5CC[C@]43C)[C@@H]12 (stereo partly drawn),22,64,43,69,38,79,61,53,44
Cn1c(=O)c2c(ncn2CC(O)CO)n(C)c1=O (stereo not drawn),96&104&101,111&110&106,110&89&104,115&102&99,99&100&100,102&95&100,101&99,99&94&102,82&97&87
O=C(/C=C\c1ccccc1)NCCNC(=O)/C=C/c1ccccc1,98,107,98,114,101,102,105,88,79
O=S1(=O)CCN(C2CCCCCCC2)CC1,88,112,103,97,98,98,99,90,96

# Later entries.
SMILES,PC-3,DU-145,SN12C,SF-539,U251,786-0,TK-10,SF-295,UO-31
CC(=O)Nc1cccc(OCc2cccc([N+](=O)[O-])c2)c1,107,101,99,101,100,90,97,90,85
CCN(CC)c1ccc2cc(C(Nc3ccc(Cl)cc3)c3nnnn3C(C)(C)C)c(=O)oc2c1 (stereo not drawn),71,94,90,95,83,94,86,96,72
CCCCNc1nnc(-c2cc(-c3cc4ccccc4o3)nn2-c2ccccc2)o1,84,102,94,97,82,93,104,99,71
N#Cc1c(N)nc(N)nc1Nc1ccc(Br)cc1,79,99,85,90,97,123,125,91,66
COc1ccc(-c2cc(-c3ccccc3)nc(NCCNc3ccnc4cc(Cl)ccc34)n2)cc1,-82*,-74*,-93*,-82*,-84*,-82*,-82*,-75*,-92*
COc1cc2nc(N3CCC[C@H](N)C3)nc(N)c2cc1OC,85,77,79,93,66,96,87,29,89
O=C1C(Cl)=C(Nc2cccc(C(F)(F)F)c2)C(=O)N1c1ccc(O)cc1,97,104,90,89,86,91,89,102,76
Clc1nc2ccccc2nc1N1CCOCC1,96,110,100,100,101,102,93,100,87
Cc1cc(F)ccc1C(=O)Nc1ccc(CN2CCc3nc4cc(O)c(O)cc4cc32)cc1,89,107,89,103,101,97,121,96,71
CN1CCN(c2nc(-c3cn4ccsc4n3)cc3ccccc23)CC1,78,100,79,85,94,91,89,89,56
c1ccc2c[n+](CCCCC[n+]3ccc4ccccc4c3)ccc2c1,91,102,89,99,96,106,104,98,84
CC(=O)OC[C@]12CC[C@@H](/C(C)=N/O)[C@@H]1[C@H]1CC[C@@H]3[C@@]4(C)CCCNC(C)(C)[C@@H]4CC[C@@]3(C)[C@]1(C)CC2,43,77,75,80,69,74,82,84,61
C#CC(F)(F)[C@]1(O)CC[C@H]2[C@@H]3CCC4=CC(=O)CCC4=C3[C@@H](c3ccc(C(C)=O)cc3)C[C@@]21C,37,86,89,-82*,75,-41*,114,22,-75*
COc1ccc(-n2c(/C=C3\C(=O)Nc4ccccc43)ccc2COCC2CO2)cc1 (stereo not drawn),104,111,102,97,98,107,119,105,95
CNC(=O)c1cc(Oc2ccc(NC(=O)c3nc(S(C)(=O)=O)sc3-c3ccc(F)cc3)cc2)ccn1,71,-58*,97,97,87,98,77,95,87
Cc1nc(Nc2ccc(S(=O)(=O)Nc3cc(C)on3)cc2)c2ccccc2n1,97,112,102,98,101,98,100,95,84
[B-][N+](CC)(CC)c1ccccc1,99,106,108,97,99,105,110,.,84
NS(=O)(=O)c1ccc(N2N=C(c3ccccc3)CCC2=O)cc1,105,182,101,102,104,83,.,99,104
O=S(=O)(c1ccc(Cl)cc1)N1CCN(c2nccc(-c3c(-c4cccc(F)c4)nc4sccn34)n2)CC1,82,71,77,105,95,100,99,101,52
O=C1NC(=O)C(Cc2ccccc2)(c2ccccc2)N1 (stereo not drawn),67,117,101,95,98,100,118,122,72
Cc1c(C(=O)NN)sc2ncc(-c3ccc(Br)cc3)n12,94,108,107,100,100,103,129,100,87
Cc1cc(NS(=O)(=O)c2ccc(N=Nc3c(N)nc(N)[nH]c3=O)cc2)nc(C)n1,104,112,105,104,.,101,126,100,90
CSc1ccc(/C(=N/NC(N)=S)c2ccccc2)cc1,98,102,94,95,102,104,104,97,69
CC(=O)c1cc(-c2ccc(Cl)cc2)nc2ccccc12,90,91,102,95,96,95,114,93,82
COc1ccc(-c2nc(SCC(=O)Nc3ccc(C(C)=O)cc3)[nH]c(=O)c2C#N)cc1,88,106,94,98,89,95,98,95,105

# 6 entries from above, with values under each structure:
# Values run as follows: PC-3 | DU-145 | SN12C | SF-539 | U251 | 786-0 | TK-10 | SF-295 | UO-31
COc1cc2nc(N3CCC[C@H](N)C3)nc(N)c2cc1OC
 : 85 | 77 | 79 | 93 | 66 | 96 | 87 | 29 | 89
O=C1C(Cl)=C(Nc2cccc(C(F)(F)F)c2)C(=O)N1c1ccc(O)cc1
 : 97 | 104 | 90 | 89 | 86 | 91 | 89 | 102 | 76
Clc1nc2ccccc2nc1N1CCOCC1
 : 96 | 110 | 100 | 100 | 101 | 102 | 93 | 100 | 87
Cc1cc(F)ccc1C(=O)Nc1ccc(CN2CCc3nc4cc(O)c(O)cc4cc32)cc1
 : 89 | 107 | 89 | 103 | 101 | 97 | 121 | 96 | 71
CN1CCN(c2nc(-c3cn4ccsc4n3)cc3ccccc23)CC1
 : 78 | 100 | 79 | 85 | 94 | 91 | 89 | 89 | 56
c1ccc2c[n+](CCCCC[n+]3ccc4ccccc4c3)ccc2c1
 : 91 | 102 | 89 | 99 | 96 | 106 | 104 | 98 | 84

# 6 compounds out of the list, ordered by length of the SMILES, largest number first.
SMILES,PC-3,DU-145,SN12C,SF-539,U251,786-0,TK-10,SF-295,UO-31
CNC(=O)c1cc(Oc2ccc(NC(=O)c3nc(S(C)(=O)=O)sc3-c3ccc(F)cc3)cc2)ccn1,71,-58*,97,97,87,98,77,95,87
CCN(CC)c1ccc2cc(C(Nc3ccc(Cl)cc3)c3nnnn3C(C)(C)C)c(=O)oc2c1 (stereo not drawn),71,94,90,95,83,94,86,96,72
Cc1cc(NS(=O)(=O)c2ccc(N=Nc3c(N)nc(N)[nH]c3=O)cc2)nc(C)n1,104,112,105,104,.,101,126,100,90
COc1ccc(-n2c(/C=C3\C(=O)Nc4ccccc43)ccc2COCC2CO2)cc1 (stereo not drawn),104,111,102,97,98,107,119,105,95
Cc1nc(Nc2ccc(S(=O)(=O)Nc3cc(C)on3)cc2)c2ccccc2n1,97,112,102,98,101,98,100,95,84
NS(=O)(=O)c1ccc(N2N=C(c3ccccc3)CCC2=O)cc1,105,182,101,102,104,83,.,99,104

# Continued:
SMILES,PC-3,DU-145,SN12C,SF-539,U251,786-0,TK-10,SF-295,UO-31
CCC/C=C/C=N/NC(=S)NCc1ccccc1,77,109,94,108,90,97,103,96,76
COc1ccc(C2NC(=S)N(C(CC(=O)c3ccccc3)c3ccccc3)C(=O)C2Br)cc1 (stereo not drawn),90,92,89,78,84,97,88,91,60
CCNc1nc(-c2ccc(Cl)c(O)c2)c(-c2ccnc(NCCNS(=O)(=O)c3ccc(C)cc3)n2)s1,69,88,88,95,106,95,100,80,94
OCc1cnc2ccccc2c1NC1CCCCC1,89,101,101,105,95,95,98,101,87
CN(CCCN(C)CCC1CCCCC1)CCC1CCCCC1,43,84,53,-58*,11,53,76,27,50
COc1cccc(-c2cc(=O)c3cc(O)ccc3o2)c1,78,101,97,100,84,84,76,104,85
CCC(CC)NCC(C)(C)O,90,106,98,111,103,107,109,103,88
COc1cc2nc3sc(C(=O)Nc4ccc(C(=O)OC(C)C)cc4)c(C(=O)Nc4ccc(Cl)cc4C)n3c(=O)c2cc1OC,30,13,102,104,66,54,6.6*,42,-5.6*
COC(=O)c1nc(N)nc(C(=O)OC)c1C(=O)c1ccc(N2CCN(c3ccc(C(=O)c4c(C(=O)OC)nc(N)nc4C(=O)OC)cc3)CC2)cc1,102,117,114,107,108,112,108,103,98
Nc1ccc(-c2nnc(NC(=O)c3ccccc3)s2)cc1,102,113,103,97,.,108,117,99,92
CCOC(=O)/C=C1\S/C(=N\Nc2cc(=O)[nH]c3ccccc23)N(c2ccccc2)C1=O,95,109,99,97,94,101,117,103,78
CCCCCCC(=O)C1C(=O)c2ccccc2C1=O,90,103,88,97,111,113,124,99,91
CCOC(=O)c1ncc(-c2ccc(C(F)(F)F)cc2)c(NCCCC(F)(F)C(F)(F)C(F)(F)C(F)(F)C(F)(F)C(F)(F)C(F)(F)C(F)(F)F)n1,88,118,94,101,89,105,.,94,76
O=C(/C=C/c1cn(-c2ccccc2)nc1-c1ccc(Cl)cc1)OCc1cn(-c2cccc(Cl)c2)nn1,79,105,90,90,95,99,106,93,62
CCCCS(=O)(=O)NC(=O)Nc1ccccc1,106,120,98,102,101,98,103,97,78
NS(=O)(=O)c1ccc(NC(=O)CC(=O)c2ccccc2)cc1,94,.,112,103,109,107,126,106,79
C[C@]12CC[C@@H]3c4ccc(OC(=O)c5ccccc5)cc4CC[C@H]3[C@@H]1CC[C@@H]2O,76,105,87,92,89,91,.,41,79
CCSc1nc(-c2cnccn2)cc(-c2cccs2)c1C#N,87,83,81,90,105,91,95,96,50
N#C/C(=C\c1ccc(F)cc1)C(=O)Nc1ncc(Cc2ccc(Cl)c(Cl)c2)s1,90,106,102,91,95,93,90,99,71

# A different layout for some results above.
Molecule	PC-3	DU-145	SN12C	SF-539	U251	786-0	TK-10	SF-295	UO-31
C[C@]12CC[C@@H]3c4ccc(OC(=O)c5ccccc5)cc4CC[C@H]3[C@@H]1CC[C@@H]2O	76	105	87	92	89	91	.	41	79
CCSc1nc(-c2cnccn2)cc(-c2cccs2)c1C#N	87	83	81	90	105	91	95	96	50
